KCNQ2 inh: KCNQ2 channel blockers in CHO-K1 cells – cell-based, FluxOR thallium flux, B-score, primary screen (AID 2156); O88943; 20 min; stronger effect = lower value; B-score at 10 µM; actives 1.1% (n = 310,000);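 active = fluorescence ratio B-score at most minus 3 library SDs, with starting brightness B-score within 2 library SDs, cut at about -5.5 in these data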
Kir21 inh: inhibitors of mouse Kir2.1 inward-rectifier potassium channel. P35561. HEK293-Kir2.1, FluxOR thallium flux fluorescence; stronger effect = lower value. B-score at 10 µM. actives 0.85% (n = 310,000). AID 1672;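 active = fluorescence ratio B-score at or below minus 3 SD of library scores, with starting-brightness B-score within 2 SD, cut at about -4.2 in these data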;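 also: channel flux triggered by added potassium and thallium sulfate stimulus; B-score of peak minus minimum fluorescence over baseline after thallium stimulus; more negative B-score means stronger Kir2.1 block with less thallium influx; some compounds called inactive have numbers as strong as hits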
Target sequence (P35561 whole entry, looked up): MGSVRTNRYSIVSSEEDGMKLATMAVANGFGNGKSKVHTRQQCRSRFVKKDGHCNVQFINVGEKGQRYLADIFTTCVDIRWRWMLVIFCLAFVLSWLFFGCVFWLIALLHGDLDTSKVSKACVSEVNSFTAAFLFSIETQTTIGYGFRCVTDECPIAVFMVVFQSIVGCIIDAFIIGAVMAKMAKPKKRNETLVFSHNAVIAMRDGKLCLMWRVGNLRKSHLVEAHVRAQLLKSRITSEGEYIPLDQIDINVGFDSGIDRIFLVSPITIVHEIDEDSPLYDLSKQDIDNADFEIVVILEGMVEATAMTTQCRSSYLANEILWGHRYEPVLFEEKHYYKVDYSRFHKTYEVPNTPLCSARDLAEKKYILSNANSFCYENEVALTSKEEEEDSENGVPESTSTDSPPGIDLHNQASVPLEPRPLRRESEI
An asterisk follows results filed as active; i = inactive.

Preview (3 entries):
# | SMILES | KCNQ2 inh | Kir21 inh
1 | CC1CCCC(C)N1C(=O)c1cc(-c2ccc(Cl)c(Cl)c2)on1 (stereo unspecified) | i | -1.7
2 | Cc1noc(C(=O)NCc2ccc(F)cc2)c1Cl | i | 1.2
3 | Cc1ccc(CNC(=O)c2cccc(OCc3c(C)noc3C)c2)cc1 | i | -0.76

This part in full, from the start:
# | SMILES | KCNQ2 inh | Kir21 inh
1 | CC1CCCC(C)N1C(=O)c1cc(-c2ccc(Cl)c(Cl)c2)on1 (stereo unspecified) | i | -1.7
2 | Cc1noc(C(=O)NCc2ccc(F)cc2)c1Cl | i | 1.2
3 | Cc1ccc(CNC(=O)c2cccc(OCc3c(C)noc3C)c2)cc1 | i | -0.76
4 | COC(=O)CSc1nc2cc(OC)ccc2cc1C#N | i | -0.14
5 | Cc1ccc2nc(NC(=O)c3ccc(N4C(=O)CCC4=O)cc3)sc2c1 | i | -0.68
6 | COc1ccc(C(=O)Nc2ccc(S(=O)(=O)Nc3cc(C)nc(C)n3)cc2)cc1OC | i | 0.29
7 | CCOC(=O)c1[nH]c2ccccc2c1NC(=O)c1cc(OC)c(OC)c(OC)c1 | i | -0.01
8 | COc1ccc(CCNC(=O)CSc2nnc(CNC(=O)c3cccs3)o2)cc1OC | i | 2.3
9 | CCCNC(=O)Cn1cnc2sc(C(=O)Nc3ccc4c(c3)OCO4)c(C)c2c1=O | i | -1.6
10 | COc1ccc(-c2noc(N3CCC(C(=O)Nc4ccc(OC)cc4OC)CC3)n2)cc1 | i | 2.8
11 | COc1cc(/C=C2/CCc3ccccc3C2=O)cc(OC)c1OC | i | -0.66
12 | O=C(O)CC12CC3CC(C1)CC(n1ncc(NCc4ccc(F)cc4)c(Cl)c1=O)(C3)C2 | i | 1.9
13 | O=C(Nc1ccc(OC(=O)c2ccccc2)c(-c2nc3ccccc3s2)c1)c1ccccc1 | i | 1.3
14 | CCC(=O)Nc1cc(C(C)(C)C)ccc1C(C)=O | i | 0.07
15 | O=C(O)CCCCCNS(=O)(=O)c1ccc(Cl)cc1 | i | -2.5
16 | O=C(Nc1ccccc1)C1CC(=O)n2c(nc3ccccc32)N1 (stereo unspecified) | i | -1.1
17 | Cc1cccc(/C(N)=N/OC(=O)COc2ccc(Cl)cc2)c1 | i | -0.82
18 | O=C(/C=C/c1ccccc1)/C=C/c1ccccc1 | i | -3
19 | N#CC(C(=O)NCc1ccco1)c1nc2ccccc2nc1N1CCOCC1 (stereo unspecified) | i | 0.31
20 | COc1ccc(C(=O)C(CN2CCOCC2)c2ccccc2)cc1F (stereo unspecified) | i | 0.09
21 | CCCCn1c(SCC(=O)NCc2ccco2)nc2c1c(=O)n(C)c(=O)n2C | i | -0.05
22 | O=C(CCC(=O)c1cccs1)Nc1ncccc1O | i | -1.4
23 | COc1ccc(C(=O)NCCc2ccc(C)cc2)cc1OC1CCN(C(C)=O)CC1 | i | -0.66
24 | CN1CCN(NC(=O)CC(C)(C)C)CC1 | i | 1.6
25 | CCOC(=O)c1cc(-c2ccncc2)nc2c1c(C)nn2C | i | -0.06
26 | Cc1scc(C(=O)NNC(=S)NCC2CCCO2)c1C (stereo unspecified) | i | -2.7
27 | O=C(Nc1cccc([N+](=O)[O-])c1)N1CCCCCC1 | i | 0.07
28 | O=C(CCc1nc2ccccc2c(=O)[nH]1)OCC(=O)N1CCN(S(=O)(=O)c2ccccc2)CC1 | i | -0.44
29 | COc1ccc(CN(C)C(=O)c2ccc(NS(=O)(=O)c3ccccc3)cc2)c(OC)c1 | i | -1.6
30 | Cn1c(SCC(=O)Nc2nccs2)nnc1-c1ccncc1 | i | 0.2
31 | CCN1C(=O)c2ccccc2Sc2ccc(C(=O)NCCCN3CCCCC3)cc21 | i | -1
32 | CCCn1c(CNc2ccc(Br)cc2)nc2ccccc21 | i | 0.09
33 | CCCc1nnc(NC(=O)c2cc3ccccc3o2)s1 | i | -0.01
34 | COc1ccccc1N(Cc1ccccc1)S(=O)(=O)c1cccc(C(=O)Nc2ccccn2)c1 | i | -0.59
35 | S=C(Nc1cc(Cl)ccc1Oc1ccccc1)N1CCN(c2ccccn2)CC1 | i | -0.04
36 | O=C(NC1CCCCC1)C(c1ccco1)N(CCc1ccccc1)C(=O)C(F)(F)F (stereo unspecified) | i | 0.18
37 | C=CCNC(=O)NC(=O)COC(=O)CNS(=O)(=O)c1ccc(F)c(F)c1F | i | 0.53
38 | COc1ccccc1NC(=O)CCc1nnc2ccc(N3CCCCC3)nn12 | i | -0.22
39 | Cc1ccc2nc(C)cc(N/N=C/c3ccccc3O)c2c1 | i | -0.08
40 | Cc1sc2nc(CSC(C)C(=O)Nc3cc(S(C)(=O)=O)ccc3Cl)[nH]c(=O)c2c1C (stereo unspecified) | i | 0.22
41 | CC(c1nnnn1C1CCCCC1)N(Cc1ccccc1)Cc1cccnc1 (stereo unspecified) | i | -0.67
42 | CCCCC(=O)Nc1ccc(C(=O)Nc2nc(CC(=O)OCC)cs2)cc1 | i | -2.4
43 | Cc1cc(OCC(=O)N2CCN(c3ccc(F)cc3)CC2)c2c(C)cc(=O)oc2c1 | i | 1.2
44 | CC1CCCN(C(=O)c2ccc(OC3CCN(CCc4ccccc4)CC3)cc2)C1 (stereo unspecified) | i | -4.5*
45 | OC(Cc1cccnc1)(Cc1cccnc1)c1cc2ccccc2[nH]1 | i | -1.3
46 | CCOC(=O)c1[nH]c2ccc(OC)cc2c1NC(=O)c1ccc(OC)c(OC)c1 | i | 0.86
47 | Nc1nnc(SCC(=O)Nc2ccccc2)s1 | i | 0.4
48 | CC(=O)Nc1c(-c2ccccc2)nc2ccc(Cl)cn12 | i | 0.98
49 | O=C(COC(=O)COc1ccccc1Cc1ccccc1)Nc1cccnc1Cl | i | 0.9
50 | Cc1ccccc1C(=O)Nc1ccc2c(c1)OCCO2 | i | -0.35
51 | CN(C)c1ccc(/C=N\Nc2ccccn2)cc1 | i | -0.7
52 | O=C(NNC(=O)C12CC3CC(CC(C3)C1)C2)c1ccncc1 | i | 0.25
53 | C#CCSc1nnc(-c2cc3c(C(F)(F)F)nn(C)c3s2)n1C | i | -0.04
54 | CCOc1ccc(Cl)cc1S(=O)(=O)n1cnc2cc(C)c(C)cc21 | i | -0.15
55 | CC(=O)Nc1ccccc1Oc1ccccc1 | i | 0.08
56 | CN(C)CCCNCC(=O)c1c(-c2ccccc2)n(C)c2ccccc12 | i | -0.02
57 | O=Cc1cn(CCOc2ccccc2)c2ccccc12 | i | -2.6
58 | CCn1nnc(NC(=O)c2cccnc2Cl)n1 | i | 0.32
59 | CC1CCCCN1CC(=O)Nc1ccc2c(c1)OC(F)(F)O2 (stereo unspecified) | i | 0.15
60 | CSc1ccc(C(=O)C2CCCN(Cc3cccn3-c3cccnc3)C2)cc1 (stereo unspecified) | i | -3.3

Other results follow:
# | SMILES | KCNQ2 inh | Kir21 inh
61 | CCCCOC(=O)Nc1ccc(S(=O)(=O)Nc2onc(C)c2C)cc1 | i | -1.4
62 | O=C1c2ccccc2C(Nc2ccc(F)c(Cl)c2)N1c1ccccn1 (stereo unspecified) | i | 0.58
63 | Cc1cc(Cl)ccc1C(=O)C1CCCN(C(=O)c2ccoc2)C1 (stereo unspecified) | i | 0.3
64 | Cn1cccc1Cc1nnc(SCC(=O)Nc2ccc3c(c2)OCCO3)n1-c1ccc(F)cc1 | i | -1.1
65 | Cc1nnc(SCC(=O)Nc2cccc(S(N)(=O)=O)c2)n1-c1ccccc1 | i | -0.04
66 | CCOC(=O)C(CCC(=O)O)(CCC(C)C)c1csc(N)n1 (stereo unspecified) | i | -0.68
67 | O=C(NCCS(=O)(=O)N1CCCCC1)c1ccc2c(c1)OCO2 | i | 0.28
68 | O=c1c(-c2nc3ccccc3s2)cccn1Cc1ccc(Cl)cc1 | i | 0.5
69 | CCc1ccc(NC(=O)N[C@H](C(=O)O)C(C)CC)cc1 (stereo partly specified) | i | 0.02
70 | Cc1cc2oc(=O)cc(CN3CCOCC3)c2cc1O | i | 0.07
71 | Cc1ccc(C(=O)/C=C/C(=O)c2ccc(C)cc2)cc1 | -7.5* | 0.32
72 | COc1ccc(N2CC(C(=O)N[C@@H](C)C(=O)NC3CCCC3)CC2=O)cc1 (stereo partly specified) | i | -1.6
73 | COc1ccc([N+](=O)[O-])cc1N(CC(O)CN1CCCCC1)S(=O)(=O)c1ccccc1 (stereo unspecified) | i | -0.87
74 | CC(=O)c1cnc(SCCN2C(=O)c3ccccc3C2=O)nc1C | i | -0.01
75 | COc1ccc(NC(=O)N2CCN(c3nc4ccccc4n3C(C)C)CC2)cc1 | i | -0.22
76 | COc1ccc(/C(N)=N/OC(=O)C2CCCCC2)cc1OC | i | 0.01
77 | Cc1sc(NC(=O)c2ccco2)c(CN2CCN(c3ccc(F)cc3)CC2)c1C | i | -0.96
78 | C=CCn1c(CSc2nnc(-c3ccccc3)n2C)n[nH]c1=S | i | -0.41
79 | C/C(CC(=O)NC1CCCCC1)=N\NC(=O)c1ccc(Br)cc1 | i | -0.04
80 | Cc1ccc(C(=O)NCc2ccccn2)cc1S(=O)(=O)N1CCCCC1 | i | -0.66
81 | COc1ccc(C)cc1-n1nc2ccccc2n1 | i | 0.01
82 | CCc1cccc(CC)c1NC(=S)Nc1cccc(Cl)c1Cl | i | -0.86
83 | CCN(CC)S(=O)(=O)c1cccc(C(=O)NC(C(=O)Nc2nnc(C)s2)C(C)C)c1 (stereo unspecified) | i | -0.87
84 | COc1ccccc1NC(=O)c1ccc(NC(=O)CSc2ncccn2)cc1 | i | -0.33
85 | COc1ccc(Nc2nc(C)cc(=O)[nH]2)c(OC)c1 | i | 0.16
86 | Cc1cccc(-c2nnnn2-c2cccc(C)c2)c1 | i | -0.45
87 | COc1ccc(CN2C=C3C(=O)C(C)(OC(=O)C4CCCC4)C(=O)C=C3C=C2c2ccsc2)cc1 (stereo unspecified) | i | 0.53
88 | Cc1[nH]c2ccccc2c1CCN(Cc1cccnc1)C(=S)NC(C)(C)C | i | -1.5
89 | COc1ccc2c(C)cc(SCC(=O)Nc3ccc(Cl)cn3)nc2c1 | i | 0.01
90 | CCc1cc(C(=O)Cc2ccccn2)c(O)cc1O | i | -0.82
91 | CS(=O)(=O)c1ccc(Cl)c(NC(=O)CSc2nc3ccccc3c(=O)n2CCCN2CCOCC2)c1 | i | -0.02
92 | Cc1cc(C)c(NC(=O)CSc2nc(=O)n(CCN3CCOCC3)c3c2CCC3)c(C)c1 | i | 0.64
93 | O=C(c1ccc(S(=O)(=O)N2CCCC2)cc1)N1CCCCC1 | i | -0.02
94 | O=C(CCn1c(=O)sc2ccccc21)NC1=NCCS1 | i | 0.96
95 | COc1cc(/C=N/NC(=S)NC2CC3CC2C2C=CCC32)ccc1O (stereo unspecified) | i | -1.3
96 | C/C(=N/NC(=O)C(=O)N/N=C(/C)c1ccccc1)c1ccccc1 | i | -0.48
97 | Cc1cc(C(=O)CN2CCCCC2)c(C)n1-c1ccc(F)cc1 | i | -4.9
98 | Cc1c(-c2cccc(Cl)c2)nc2ccccc2c1C(=O)NC1CC1 | i | -1.2
99 | O=C(Nc1ccc(OC(F)(F)F)cc1)c1n[nH]c(Cn2cncn2)n1 | i | 0.13
100 | O=C(OCc1nnc(-c2ccccc2)o1)c1cc(S(=O)(=O)N2CCOCC2)c(Cl)cc1Cl | i | -0.02
101 | COCCOC(=O)C1=C(N)OC2=C(C(=O)CC(C)(C)C2)C1c1ccncc1 (stereo unspecified) | i | -0.04
102 | Cc1onc(-c2ccccc2)c1C(=O)NCCc1ccncc1 | i | -3.4
103 | O=C(CNC(=O)c1cnccn1)Nc1ccc(F)c(F)c1F | i | -0.04
104 | Cn1c(-c2ccc(F)cc2)cnc1SCC(=O)Nc1ccccc1N1CCOCC1 | i | -0.94
105 | O=C(NCc1ccccc1)c1ccccc1-c1nc2ccccc2[nH]1 | i | 1
106 | CCN(CC(=O)Nc1c(F)cccc1F)C(=O)CCOc1ccc(C)cc1 | i | 0
107 | COc1ccc(CNc2cc(C)nc3ccc(OC)cc23)cc1 | i | -2.4
108 | COc1ccccc1N1CCN(Cc2nc3ccccc3c(=O)n2CC(C)=O)CC1 | i | 2.5
109 | O=C(O)c1ccc(N/N=C/c2cc3c(cc2[N+](=O)[O-])OCO3)cc1 | i | 0.37
110 | COc1ccccc1CC(=O)NCc1csc(-c2cccs2)n1 | i | 0.74
111 | CC1C(=O)N2CCCc3cc(NS(C)(=O)=O)cc1c32 (stereo unspecified) | i | -0.87
112 | Cc1ccc(NC(=O)C(C)NS(=O)(=O)c2ccc(F)cc2)cc1C (stereo unspecified) | i | 0.02
113 | CCOC(=O)C1=NN(C(=O)c2ccco2)C2(CC2)C1 | i | -0.11
114 | Cc1cc(C)c(S(=O)(=O)NCc2cn3c(C)csc3n2)cc1C | i | -0.13
115 | O=C(CC1COc2ccccc2O1)NCc1ccccc1 (stereo unspecified) | i | 1
116 | O=C(NN1S(=O)(=O)c2ccccc2S1(=O)=O)c1ccc(Br)cc1 | i | -1.1
117 | CC1(C)CC(=O)C2=C(C1)N(Cc1ccccc1)C(=O)C2(NC(=O)C(C)(C)C)C(F)(F)F (stereo unspecified) | i | -0.76
118 | Cc1ccnc(SCC(=O)Nc2sc3c(c2C#N)CCCC3)n1 | i | 0.7
119 | CNC(=O)COC(=O)[C@@H](Nc1ccc(S(=O)(=O)N2CCOCC2)cc1[N+](=O)[O-])C(C)C | i | -0.14
120 | C=CCn1c(COc2cccc(C)c2C)nnc1SCC(=O)N1CCN(c2ccccc2)CC1 | i | 0.1
121 | Cn1c(SCC(=O)C(C)(C)C)nnc1-c1ccc(F)cc1 | i | 0.36
122 | CC1CCC(C(=O)NC(C(=O)NCc2cccnc2)C(C)C)CC1 (stereo unspecified) | i | 0.03

Looked up by compound from the entries so far (3):
# | SMILES | KCNQ2 inh | Kir21 inh
106 | CCN(CC(=O)Nc1c(F)cccc1F)C(=O)CCOc1ccc(C)cc1 | i | 0
118 | Cc1ccnc(SCC(=O)Nc2sc3c(c2C#N)CCCC3)n1 | i | 0.7
104 | Cn1c(-c2ccc(F)cc2)cnc1SCC(=O)Nc1ccccc1N1CCOCC1 | i | -0.94

Compound activity deposited in PubChem by Johns Hopkins Ion Channel Center.
